Rin1-Abl PPI inh = inhibitors of Rin1-Abl protein binding, primary screen, biochemical, TR-FRET | Tyrosine-protein kinase ABL1 (Homo sapiens) + Ras and Rab interactor 1 (Homo sapiens), … | inhibition, % at 7.35 µM | 360,000 tested, 0.4% active | AID 588664, 2011; in the data active = inhibition above about 5%, passing the limit was not always enough
FAS TE block = FAS thioesterase domain inhibitors, primary screen, biochemical, fluorescence intensity, uHTS; Fatty acid synthase (Homo sapiens), P49327; recombinant FAS-TE, OMFH fluorogenic substrate, fluorescence endpoint; 360,000 tested, 0.67% active; AID 602261, 2012; inhibition, % at 15 µM;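 active = compounds whose normalised, plate-corrected inhibition of enzyme fluorescence in the single-dose primary screen is 50% or more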;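 note: 0% = DMSO with enzyme and 100% = substrate without enzyme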
MsrA act = bovine MsrA enzyme activators, primary screen, biochemical, absorbance, HTS | 360,000 tested, 0.3% active | purified bovine MsrA, absorbance read-out | AID 602163, 2012 | activation, % at 10.6 µM | Methionine sulfoxide reductase A (Bos taurus); in the data active = activation above about 7.5%;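 note: 0% = vehicle and 100% = reference activator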
MT1-MMP act inh = blockers of MT1-MMP proenzyme processing, primary screen, HT1080 RFP-PRO-GFP cells, GFP/RFP fluorescence; Matrix metalloproteinase-14 (Homo sapiens), P50281; GFP/RFP ratio fluorescence, overnight; percent of plate control window, DMSO zero; GFP/RFP ratio change, % at 20 µM; 360,000 tested, 0.061% active; AID 651647, 2012;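 active = GFP/RFP ratio change of at least 30% with cell ATP level not reduced by more than half and red fluorescence within 50% of control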; note: strong numbers were not always called active
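Assay system: HT1080 cells carrying an RFP-PRO-GFP reporter | Dosing: Single dose of 20 µM compound, 1% DMSO final | Incubation: Cells overnight before dosing, compound overnight, 37 °C, 5% CO2 | Evaluation: GFP/RFP fluorescence ratio | Control set: DMSO and RFP-L50D-GFP cell wells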
Rpn11 block = Rpn11 (PSMD14) deubiquitinase inhibitors, primary screen, biochemical, fluorescence polarization, uHTS | AID 588493, 2011 | human 26S proteasome, Ub4-pepOG fluorescence polarization; 20S core pre-blocked with epoxomicin | 26S proteasome non-ATPase regulatory subunit 14 (Homo sapiens), O00487 | 360,000 tested, 0.59% active | calls only at 20 µM;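 active = inhibition at 20 µM, scaled to each plate's controls, above about 33%, limit read from the data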
PABP1 MLLE inh = inhibitors of PABP1 MLLE–PAM2 peptide binding, primary screen, biochemical, fluorescence polarization, FITC-PAM2, GST-MLLE; 360,000 tested, 0.36% active; inhibition, % at 20 µM; in the data active = inhibition above about 35%, passing the limit was not always enough;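 note: plate controls were DMSO wells with GST-MLLE for no effect and wells lacking GST-MLLE protein for full effect; some results filed as inactive read as strong as hits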
E coli Lon inh = inhibitors of E. coli Lon protease, primary screen, biochemical, fluorescence polarization | inhibition, % at 7.94 µM | P0A9M0 | purified E. coli Lon protease | 360,000 tested, 0.42% active | AID 602123, 2011; in the data active = inhibition above about 13%, passing the limit was not always enough;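 note: 0% = enzyme with probe and DMSO and 100% = no enzyme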
Target sequence (P0A9M0 whole entry, looked up): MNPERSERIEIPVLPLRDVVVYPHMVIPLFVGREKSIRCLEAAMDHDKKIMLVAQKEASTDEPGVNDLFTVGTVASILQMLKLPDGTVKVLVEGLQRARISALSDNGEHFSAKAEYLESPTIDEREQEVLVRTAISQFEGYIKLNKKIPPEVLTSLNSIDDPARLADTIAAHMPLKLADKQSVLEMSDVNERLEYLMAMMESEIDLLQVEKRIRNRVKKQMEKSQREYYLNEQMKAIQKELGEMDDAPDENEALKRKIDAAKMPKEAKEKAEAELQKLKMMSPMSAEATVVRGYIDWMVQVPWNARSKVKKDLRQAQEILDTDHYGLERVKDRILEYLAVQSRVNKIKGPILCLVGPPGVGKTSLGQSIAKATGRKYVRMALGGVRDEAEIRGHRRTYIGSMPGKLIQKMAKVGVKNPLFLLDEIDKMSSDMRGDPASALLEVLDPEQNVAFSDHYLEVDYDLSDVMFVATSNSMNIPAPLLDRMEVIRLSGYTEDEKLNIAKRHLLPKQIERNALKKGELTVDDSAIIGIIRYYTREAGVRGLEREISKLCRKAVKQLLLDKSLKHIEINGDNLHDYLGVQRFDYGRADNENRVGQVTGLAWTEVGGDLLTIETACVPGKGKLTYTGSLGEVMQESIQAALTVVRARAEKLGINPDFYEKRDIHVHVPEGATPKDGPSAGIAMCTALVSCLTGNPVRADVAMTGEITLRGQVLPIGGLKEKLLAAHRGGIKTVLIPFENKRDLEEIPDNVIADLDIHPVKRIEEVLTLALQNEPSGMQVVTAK
MsrA inhibitor = bovine MsrA enzyme inhibitors, primary screen, biochemical, absorbance, HTS; AID 651718, 2012; 360,000 tested, 0.75% active; purified bovine MsrA, absorbance read-out; inhibition, % at 15.5 µM; Methionine sulfoxide reductase A (Bos taurus); in the data active = inhibition above about 4.5%;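 note: 0% = vehicle wells with enzyme and 100% = reference inhibitor wells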
CSN deneddyl inh = inhibitors of CSN-mediated cullin deneddylation, primary screen, biochemical, fluorescence polarization, uHTS; inhibition, % at 12.5 µM; 360,000 tested, 0.38% active; Purified CSN, SCF-Nedd8-OG deneddylation; AID 651999, 2013;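 active = pattern-corrected inhibition above about 35%, with an unprinted fluorescence ratio check between 0.5 and 1.5, limit read from the data, passing the limit was not always enough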;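 note: 0% = enzyme with substrate and 100% = substrate without enzyme; some results filed as inactive read as strong as hits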
Target sequence (Q92905 whole entry, looked up, one chain of several): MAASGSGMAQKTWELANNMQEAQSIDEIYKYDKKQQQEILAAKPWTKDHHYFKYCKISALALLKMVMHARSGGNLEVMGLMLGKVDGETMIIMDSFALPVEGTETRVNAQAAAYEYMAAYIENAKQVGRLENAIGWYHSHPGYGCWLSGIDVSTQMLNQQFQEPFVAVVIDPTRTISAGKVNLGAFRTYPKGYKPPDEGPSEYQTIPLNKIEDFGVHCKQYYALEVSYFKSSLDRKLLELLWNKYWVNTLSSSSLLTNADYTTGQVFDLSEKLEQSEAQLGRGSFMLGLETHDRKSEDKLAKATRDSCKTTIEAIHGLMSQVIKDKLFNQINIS
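Material: purified human Csn5 enzyme expressed in HEK293T cells / Medium: Tris buffer pH 7.5, NaCl, DTT, Tween-20, trehalose, ovalbumin / Compound dosing: 12.5 µM single point / Schedule: 90 min incubation of compound, enzyme and substrate at room temperature / Signal: fluorescence polarization of the substrate / Control set: no-enzyme wells high, enzyme-with-substrate wells low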
* hit, by the source's call; i = inactive; . = not tested or not shown; + = active, no number.

Second line of a record: Rin1-Abl PPI inh, FAS TE block, MsrA act, MT1-MMP act inh, Rpn11 block, PABP1 MLLE inh, E coli Lon inh, MsrA inhibitor, CSN deneddyl inh
CCc1ccn2cc(-c3ccc4c(c3)OCO4)nc2c1
→ 1, 3, -3, 11, i, -19, -3, 0.3, 0
Cc1ccc(NC(=O)c2cc(=O)c3ccccc3o2)cc1S(=O)(=O)N1CCCCC1
→ 1, 21, -7, 2, i, -7, 2, 2.9, -4
Cc1cccc(S(=O)(=O)NC(=O)C2(C)CCN2C(=O)C2(c3ccc(Cl)cc3)CCC2)c1 (stereo not given)
→ 3, -7, -4, -2, i, -16, 6, -0.4, 0
COc1ccc(NC(=O)/C(C#N)=C/c2cccnc2)c(OC)c1
→ -1, -2, -7, 2, i, 3, -13, -1.1, 6
CC(C)(C)C(=O)Nc1sc2c(c1C(=O)Nc1ccccn1)CCCC2
→ -6, 18, -2, -3, i, 12, 2, -0.3, 0
O=C(NCc1ccccc1)C(=O)Nc1nccs1
→ 0, -3, -10, -1, i, 6, 6, 1.6, -2
c1cc2c3c(cccc3c1)NC1(CCCCCC1)N2
→ -10, 2, -11, 4, i, 1, 2, 0.5, 2
CSc1ccc(S(=O)(=O)NCC(=O)OCC(=O)N(C)Cc2ccccc2)cc1[N+](=O)[O-]
→ 1, 4, 0, 1, i, -1, -9, -0.6, -2
Nc1nc2ccccc2n1C(=O)c1ccco1
→ 2, -12, -1, 3, +, 16, 0, 3.1, -2
NC(=O)c1ccc(NC(=O)COc2ccc([N+](=O)[O-])cc2Cl)cc1
→ 3, 13, 3, 2, i, -34, -3, 1.1, -1
CCOC(=O)N1CCN(S(=O)(=O)c2ccc(OCC)c3ccccc23)CC1
→ 1, 21, -1, -2, i, 2, -3, -0.6, -4
COC(=O)CNc1nc(-c2ccccc2F)nc2ccccc12
→ -2, -5, -3, 0, i, 6, -3, -0.3, 1
COc1cccc(/C=C/C(=O)OCC(=O)NC2CC2)c1
→ -2, -6, -2, 1, i, -17, -5, -0.2, 4
N#Cc1c(C#N)c(SSc2c(C#N)c(C#N)c(N)n2-c2ccccc2)n(-c2ccccc2)c1N
→ 0, -6, 0, 1, i, -48, -8, 0.0, -5
CCCCn1c(N)c(N(CC(C)C)C(=O)c2ccc(-c3ccc(Cl)cc3)o2)c(=O)[nH]c1=O
→ 1, -5, 0, -7, i, -5, -23, 0.8, 5
Cc1cc2c(=O)n(C)c(SCC(=O)Nc3ccccc3)nc2s1
→ -3, 1, -2, 1, i, -2, 1, 0.2, -9
CCc1cc(=O)oc2cc(C)cc(OCC(=O)NCc3ccncc3)c12
→ 0, -4, -3, 0, i, 5, 0, 0.6, -5
Cc1nnsc1-c1onc(C)c1C(=O)Nc1cc(Cl)cc(Cl)c1
→ -1, 45, 2, -8, i, 14, 0, -0.2, -7
Cc1nc2c(-c3ccc(F)cc3)c(C)nn2c(C)c1CCC(=O)N1CCOCC1
→ -1, -6, -3, 3, i, -1, -10, 0.7, 0
CC1CC(NC2=NCCS2)CC(C)(C)C1 (stereo not given)
→ 2, -36, -7, 3, i, -13, -5, -0.6, -4

The closing two records of the part above come first, to join the parts.
Second line of a record: Rin1-Abl PPI inh, FAS TE block, MsrA act, MT1-MMP act inh, Rpn11 block, PABP1 MLLE inh, E coli Lon inh, MsrA inhibitor, CSN deneddyl inh
Cc1nc2c(-c3ccc(F)cc3)c(C)nn2c(C)c1CCC(=O)N1CCOCC1
→ -1, -6, -3, 3, i, -1, -10, 0.7, 0
CC1CC(NC2=NCCS2)CC(C)(C)C1 (stereo not given)
→ 2, -36, -7, 3, i, -13, -5, -0.6, -4
CC12CCC(=O)N1C(C(=O)NCCc1ccc(F)cc1)CS2 (stereo not given)
→ 2, -9, -2, -3, i, -4, 0, -0.5, 0
Cc1ccc(S(=O)(=O)Oc2ccccc2)cc1
→ 0, 10, 0, 1, i, 6, -20, 0.0, -4
COc1ccc(-c2cc(C(=O)NCC3CCCO3)on2)cc1OC (stereo not given)
→ 4, -6, -1, 2, i, 7, 1, 1.0, 3
CC(C(=O)Nc1ccc([N+](=O)[O-])cc1)N1CCN(C/C=C/c2ccccc2)CC1 (stereo not given)
→ -1, 16, -6, 4, i, -22, -4, -0.8, -2
O=C(NCCO)c1c(-c2ccc3c(c2)OCO3)noc1-c1ccsc1
→ -1, -7, -2, 4, i, -1, 0, -0.6, 2
CC(C)c1ccc([N+](=O)[O-])cc1S(=O)(=O)N1CCN(C)CC1
→ -1, -3, 1, 2, i, 20, 5, -1.6, 4
CC(NC(=O)Nc1ccc(F)cc1)C(c1cccs1)N1CCCC1 (stereo not given)
→ 3, -12, -4, -7, i, 19, 0, 0.3, 5
CC1=C(C)C(C)=C(C#N)C(=C(C#N)C#N)N1
→ -2, -6, -3, -13, i, -12, 2, 0.5, -2
O=C(NCc1ccccc1)c1ccccc1
→ -1, -6, -8, 1, i, 2, 2, 0.1, -1
Cn1c(=O)[nH]c(=O)c2c1nc(N1CCN(CCO)CC1)n2Cc1ccccc1
→ -4, -3, -3, 1, i, 3, -6, 1.0, 2
CC[C@@]1(C(=O)OC)N[C@H](CN(C)C(=O)C2CCCCC2)[C@@H]2C(=O)N(Cc3ccccc3)C(=O)[C@@H]21
→ -2, -2, -8, 1, i, 11, -5, 0.2, 0
COc1ccc(CN2CC(C(=O)NCCCN3CCN(C)CC3)CC2=O)cc1 (stereo not given)
→ 2, -7, -5, 5, i, 1, 1, -0.3, -4
COc1ccc(C(=O)N[C@H](C(=O)OCc2cc(=O)oc3cc(C)ccc23)C(C)C)cc1
→ -2, 6, -3, 13, i, -5, -13, -0.8, 0
CN(C)CC(=O)c1ccc(-c2ccccc2)cc1
→ -3, -3, 0, -4, i, 1, -9, -1.3, 6
Cc1cc(C)nc(NS(=O)(=O)c2ccc(-n3cccc3)cc2)n1
→ 1, -6, -4, 2, i, -3, 5, -1.3, 3
CCSc1nnc(NC(=O)CSC2=NCCS2)s1
→ 0, -4, -1, -9, i, -2, 11, 0.6, -12
O=C(Nc1cccnc1)c1ccc(COc2ccccc2Cl)o1
→ 0, -2, -3, 20, i, 4, -12, 0.8, -1
CCCN1CCN(c2nc3c([nH]2)c(=N)ncn3CC(O)CO)CC1 (stereo not given)
→ 3, -10, -11, 6, i, -2, -2, 1.0, 0
COc1cc2c(cc1OC)/C(=C/C(=O)c1ccc(NC(C)=O)cc1)NCC2
→ -1, -3, -4, 1, i, -11, -20, 2.2, 3
NS(=O)(=O)c1cccc(NC(=O)CSc2ccccn2)c1
→ 2, -7, 1, 1, i, -1, -1, -0.3, -1
COCCOC(=O)c1[nH]c2c(c1C)C(=O)CC(c1cccs1)C2 (stereo not given)
→ -1, 0, -1, 1, i, 5, -5, 0.3, -1
CN(C)c1ccc(/C=C(/NC(=O)c2ccccc2)C(=O)NCCCn2ccnc2)cc1
→ 1, -90, -5, 5, ., -138, -395, ., 72*
COC(=O)C1Cc2ccccc2CN1C(=O)CCl (stereo not given)
→ -1, -3, -9, -1, i, 13, 9, 0.1, 2
O=C(CSc1ccc(-c2ccccn2)nn1)Nc1ccccc1
→ -8, -2, -1, 6, i, 3, 1, -1.5, 4
Cc1cc(Cl)c(S(=O)(=O)NCCC(=O)O)cc1OCC(N)=O
→ 1, -11, -6, -1, i, -15, -5, 2.6, 2
CS(=O)(=O)c1ccc(C(=O)Nc2ccccc2N2CCOCC2)c(Cl)c1
→ 1, -3, -4, -1, i, -5, 2, 0.3, -10
CC1CCCN(C(=O)COc2ccc3c(c2)OCO3)C1 (stereo not given)
→ 1, -4, -3, -1, i, 10, -8, -0.5, 2
Cn1nnnc1SCC(=O)Nc1nc2c(F)c(F)c(F)cc2s1
→ 1, -7, -2, 0, i, 5, -7, -0.8, 4
CCCCSc1nc(O)c(C2OC(=O)c3c2ccc(OC)c3OC)c(=O)n1-c1ccccc1 (stereo not given)
→ 1, 1, 0, 1, i, -9, 0, 0.1, -2
C=C(C)CSc1nc2c(cc1C#N)CCC2
→ -1, 27, 1, 5, i, 1, -4, 0.5, -2
COC(C[C@H](O)C[C@@H](O)[C@@H](C)OCc1ccccc1)OC
→ -2, -10, -2, 2, i, 9, 6, 0.7, -1
CCN(CC)S(=O)(=O)c1cc([N+](=O)[O-])ccc1NNC(=O)Nc1ccc(Cl)c(Cl)c1
→ 0, -28, -3, -6, i, -43, -6, 0.7, 0
CCN(C(=O)CN1C(=O)c2ccc([N+](=O)[O-])cc2C1=O)C1CCS(=O)(=O)C1 (stereo not given)
→ -2, -6, 0, -3, i, -8, -2, 0.2, -6
COc1ccccc1NC1=C(N2CCCCC2)C(=O)c2ccccc2C1=O
→ 2, -1, 2, -16, i, 11, 8, ., -6
COC(CNC(=O)CN1CCN(Cc2ccc(F)cc2Cl)C1=O)OC
→ -3, -4, -1, 3, i, 3, -9, 0.1, -6
CN1C2CCC1CC(NC(=O)CSCc1ccc(Cl)cc1Cl)C2 (stereo not given)
→ -2, -4, -3, -12, i, 5, 1, -0.3, -2
COc1ccc(NS(=O)(=O)c2ccc3c(c2)n(C)c(=O)n3C)cc1
→ -1, 1, -1, 1, i, -7, -13, -0.1, -5
CN(C)CCCn1c(N)c(C#N)c2nc(C#N)c(C#N)nc21
→ -2, -16, 0, -7, i, -72, -41, 2.5, 16
COc1ccc(N(CC(=O)NCc2ccc3c(c2)OCO3)C(=O)c2csnn2)cc1
→ 2, -5, -9, -2, i, 8, 7, -0.3, 0
O=C(O)c1cc(Cl)c2ccccc2c1O
→ -4, 13, -2, -1, i, 5, 5, 1.7, -4
O=C(CCS(=O)(=O)c1ccccc1Cl)NCc1ccc(F)cc1
→ 0, 0, -2, 0, i, 19, -4, 0.1, -4
COc1ccc(OC)c(/C=N/NC(=O)C(O)c2ccccc2)c1 (stereo not given)
→ -3, -3, -2, 1, i, 4, -7, 3.1, 3
COc1cccc(NC(=O)CN(C)C(=O)CCNC(=O)c2ccc(Br)cc2)c1
→ 2, -3, -5, 4, i, 3, 12, 0.0, -3
COc1ccc(N(CC(=O)NC2CC3CCC2C3)S(=O)(=O)c2ccc(C)cc2)cc1 (stereo not given)
→ 2, 14, -4, 0, i, -3, 11, -0.2, 0
O=C(NCCc1ccc(Cl)cc1)C1CCCN(S(=O)(=O)N2CCCCCC2)C1 (stereo not given)
→ 3, 8, -10, -1, i, -7, -1, 0.2, 1
CCOc1ccc(NC(=O)CSc2nnc(C3CC3)n2N)cc1
→ 1, -10, -2, -2, i, -23, 3, ., -5
Brc1ccccc1OCCCN1CCCCCC1
→ 1, -11, -1, 19, i, 3, -1, -0.6, 2
COC(=O)c1cccc(C(=O)N2CCCC(CNC(=O)c3ccccc3Cl)C2)c1 (stereo not given)
→ -1, -4, -6, -1, i, 19, 1, -0.7, 2
N#Cc1ccc(OCC(=O)OCC(=O)NCCC2=CCCCC2)cc1
→ 1, -6, 1, -2, i, -9, -6, 0.6, -5

Compound activity: PubChem, several laboratories
